Source: PubChem (National Center for Advancing Translational Sciences (NCATS))
PI4K2A inh – inhibitors of human PI4K2A | 420,000 compounds, 0.13% hits | purified PI4K2A, ADP-Glo luminescence, 1 h; stronger effect = lower value | activity change, negative = inhibition, % at 76.9 µM | Q9BTU6; in the data active means activity change below about -50%; inconclusive means mostly about -30% to -49%;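 further: -100% = wells without enzyme as full effect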
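In this quantitative HTS, ADP production by PI4K2A was quantified luminescently after 1 h at ambient temperature; 100 microM adenosine served as plate-quality control.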
Pin1 inh – inhibitors of human Pin1 | Q13526 | Pin1 FP peptide displacement, HiFluor488, 10 min | Potency, µM (titrated, usually from 115 µM), for inactives: top-dose activity, negative = inhibition, most hits filed as inhibitors | 390,000 compounds, 0.009% hits | AID 504891; active means well fitted inhibition curve with a large enough effect in the polarisation, with a control signal flat, not every such curve was filed as active; inconclusive means small, poorly fitted or top-dose-only effect, or effect the other way, or a change in a side signal; inactive means no such curve, though single readings can be large or run the other way; the % refers to the polarisation; further: potency means the concentration at half of the fitted maximal effect; on the % scale 0 is the no-effect control and ±100 the full control effect
ERG-DNA inh – inhibitors of human ERG Ets domain-DNA interaction; fluorescence polarization, His-ERG Ets domain / labelled DNA; P11308; 370,000 compounds, 0.028% hits; Potency, µM (highest dose often 76.9 µM), for inactives: at the highest dose FP activity, negative = inhibition, usual class: inhibitors; active means well fitted inhibition curve with a large enough effect in the polarisation, with a control signal flat; inconclusive means small, poorly fitted or top-dose-only effect, or effect the other way, or a change in a side signal; inactive means no such curve, though single readings can be large or run the other way; the % refers to the polarisation;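 further: polarization taken with two DNA probes labelled with fluorescein and Texas red; potency means the concentration at half of the fitted maximal effect; % of control where 0% means no effect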
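His-tagged ERG Ets domain (1 uM in the protein solution; 300mM KCl, 50mM Tris-HCl, 1mM EDTA, 1mM DTT, pH 7.5) received compound, then a probe mix of 5 nM fluorescein-DNA and 100nM Texas-615-DNA. Fluorescence polarization was read for both dyes.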
JMJD2A Tudor inh – JMJD2A Tudor domain (human) inhibition | AlphaScreen JMJD2A-Tudor / H3K4me3 peptide binding | 390,000 compounds, 4.4% hits | O75164 | Potency, µM (series often up to 114 µM), without a hit: top-dose activity change, negative = inhibition, actives largely listed as inhibitors; further: potency means the concentration at half of the fitted maximal effect; on the % scale 0 is the no-effect control and ±100 the full control effect; nearly all actives have a fitted effect of over 50% in size
GLS inhibitor – blocks human kidney-isoform glutaminase activity. O94925. GLS enzymatic activity, qHTS titration. Potency, µM (top dose mostly 45.5 µM), for the others: at the highest dose activity change, negative = inhibition, actives largely listed as inhibitors. 410,000 compounds, 0.21% hits. AID 624170; further: potency means the concentration at half of the fitted maximal effect; on the % scale 0 is the no-effect control and ±100 the full control effect
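Enzyme dispensed in phosphate buffer (45 mM, pH 8.2, 0.02% Tween-20), compounds pinned in, then 1 mM L-glutamine solution and the glutamate oxidase–HRP–Amplex Red mix added; fluorescence read immediately and again after 30 min at room temperature.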
HP1b binding inh – inhibitors of HP1-beta chromodomain binding to methylated histone tails; P83916; AlphaScreen HP1-beta / biotin-H3K9me3 peptide binding; Potency, µM (doses to about 114 µM), for inactives: at the top dose activity change, negative = inhibition, most hits filed as inhibitors; 390,000 compounds, 0.56% hits; further: potency means the concentration at half of the fitted maximal effect; nearly all actives have a fitted effect of over 70% in size; inactives centre near 23
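AlphaScreen: HP1-beta (50 nM) preformed 30 min with biotin-H3(1-18)K9me3 peptide (50 nM) in PBS pH 7.4, 0.01% Tween-20. Compound added for 30 min at RT, then streptavidin donor/nickel chelate acceptor beads (10 ug/mL) for 30 min.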
PGK inhibitor – T. brucei PGK inhibition; P07378; PGK/GAPDH coupled, Kinase-Glo luminescence, 60 min; Potency, µM (top dose mostly 57.5 µM), without a hit: at the highest dose activity change, negative = inhibition, usual class: inhibitors; 380,000 compounds, 0.043% hits; AID 602233; further: potency means the concentration at half of the fitted maximal effect; on the % scale 0 is the no-effect control and ±100 the full control effect; nearly all actives have a fitted effect of over 60% in size
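Recombinant glycosomal PGK reaction used 1,3-bisphosphoglycerate generated in-well by GAPDH (100nM final) in 100mM TEA pH 7.6, 5mM MgCl2, 0.01% Tween-20. After 60 minutes at room temperature, ATP was read by Kinase-Glo Plus luminescence end-point.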
BAZ2B inh – BAZ2B (human) inhibition. Q9UIF8. AlphaScreen BAZ2B-H3K14Ac peptide displacement. 360,000 compounds, 4.4% hits. Potency, µM (highest dose often 114 µM), for inactives: at the top dose activity change, negative = inhibition, most hits filed as inhibitors; further: potency means the concentration at half of the fitted maximal effect; on the % scale 0 is the no-effect control and ±100 the full control effect; nearly all actives have a fitted effect of over 60% in size
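BAZ2B (50 nM) with biotin-H3(5-23)K14Ac peptide (50 nM) in PBS pH 7.4, 0.01% Tween-20, preformed 30 min, then compound 30 min at room temperature; top concentration 110uM. AlphaScreen streptavidin donor/nickel chelate acceptor beads (10 ug/mL final), 20 min dark, signal read.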
G9a inh – blocks human histone lysine methyltransferase G9a | Q96KQ7 | G9a H3K9 monomethylation, AlphaScreen, 2 h | Potency, µM (highest dose often 102 µM), for inactives: top-dose activity, negative = inhibition, most hits filed as inhibitors | 350,000 compounds, 8.8% hits | AID 504332; further: potency means the concentration at half of the fitted maximal effect; on the % scale 0 is the no-effect control and ±100 the full control effect; nearly all actives have a fitted effect of over 75% in size
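Methyltransferase reactions run at room temperature for 2 h (20 nM enzyme, 500 nM biotin-H3K9 peptide, 20 uM SAM) after a 15 min compound preincubation; product detected by AlphaScreen beads and anti-H3K9me1 antibody.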
Starred values were filed as active, the others as inactive; i = inactive; ? = inconclusive; nt = no result given; [ ] = remark or other dose. Unless noted, the call rests on the fitted dose curve; in most records, active means well fitted curve in the direction sought with a large enough effect; inconclusive means small, poorly fitted or top-dose-only effect, or another doubt; inactive means no such curve, though single readings can be large; an effect the other way counts as inactive or inconclusive.

SMILES	PI4K2A inh	Pin1 inh	ERG-DNA inh	JMJD2A Tudor inh	GLS inhibitor	HP1b binding inh	PGK inhibitor	BAZ2B inh	G9a inh
COc1cccc(NC(=O)Nc2nnc(CC(=O)NCc3ccccc3)s2)c1	1	5%	-3%	2%	2%	41%[activator]	i	3%	-13%[59 µM]
Cc1ccc(C2Nc3ccccc3NC3=C2C(=O)CC(C)(C)C3)c(O)c1 (stereo unspecified)	0	-3%	4%	-13%	27%	24%	1%	-3%	-5%[59 µM]
N#Cc1ccc(CSc2nnc(NC(=O)c3ccc(=O)[nH]c3)s2)cc1	-5	?	-2%	-23%	0%	14%	6%	-7%	?
COc1cc(-c2nc3cc(C)ccn3c2NC2CCCCC2)ccc1-c1ccc(C(C)=O)cc1	2	?	21%	?	-13%	-2%	-8%	?	-8%[2.33 µM]
Cc1onc(-c2ccccc2Cl)c1C(=O)OCC(=O)c1c(N)n(C)c(=O)n(C)c1=O	6	-2%	-4%	-8%	0%	29%	13%	1%	2%
COc1ccc(Cc2noc(CN(C)Cc3ccc(-n4cccn4)cc3)n2)cc1OC	0	-7%	0%	-19%	2%	25%	-7%	-3%	nt
CC(NC(=O)c1ccco1)C(=O)N1CCN(c2ccccc2)CC1 (stereo unspecified)	-4	-7%	5%	-4%	4%	35%	i	-14%	35%
CC(=O)NN(O)C1N(C)C(=O)N(Cc2ccccc2)C1(C)C (stereo unspecified)	2	-5%	-23%	2%	-27%	14%	-4%	nt	nt
Cc1c(C(=O)O)cccc1-n1c(C)cc(C=O)c1C	2	-7%	13%	50µM*	-20%	1%	-12%	?	45µM*
O=S(=O)(NCC1CCCO1)c1ccc(-c2ccc(Cl)cc2)cc1 (stereo unspecified)	0	-2%	-3%	-6%	0%	41%	4%	-13%	-20%
C=CC[C@@H](CC(=O)N[C@@H](CO)Cc1ccccc1)C(=O)NC[C@H](OC(=O)[C@@H](CC=C)Cc1ccc(F)cc1)c1ccccc1	0	-7%	-6%	-24%	2%	50%[activator]	-9%	nt	nt
Cc1ccc(NCCC(=O)c2ccc(Cl)cc2)cc1C	3	-3%	13%	-15%	2%	1%	0%	-13%	-6%[0.0925 µM]
Cc1ccc(CNC(=O)C(=O)NCC2OCCN2S(=O)(=O)c2ccc3c(c2)OCCO3)cc1 (stereo unspecified)	-5	12%	6%	-14%	1%	25%	2%	-1%	-9%
Clc1cccc(CSC2=NCCCN2)c1	-2	2%	-5%	-5%	3%	11%	-3%	-4%	-10%[59 µM]
CNC(=O)COC(=O)c1ccc(Cl)c(S(=O)(=O)N2CCCC2)c1	1	-9%	7%	-1%	-8%	23%	-1%	nt	12%
COc1ccc(OC)c(NC(=S)N(CCc2c(C)[nH]c3ccccc23)Cc2cccs2)c1	2	38%[activator]	17%	?	13%	8%	2%	?	56µM*
Cn1c(=O)n(C)c2cc(NC(=O)C(F)(F)F)ccc21	-6	10%	1%	-25%	1%	40%[activator]	1%	?	-11%[59 µM]
Cc1ccc(NC(=O)N2CCC(C(=O)c3ccc(F)cc3)CC2)cc1	6	3%	12%	-5%	-8%	28%	-5%	0%	-7%
COc1cc(C(C)=O)ccc1OCCN1CCC(Cc2ccccc2)CC1	0	-8%	6%	1.6µM*	1%	45µM*	-2%	32µM*	?
Cc1cccc(C)c1NC(=O)CN1C(=O)NC(C)(CCc2ccccc2)C1=O (stereo unspecified)	1	-4%	20%	-4%	2%	18%	i	-13%	-1%
COc1cc([C@@H]2C[C@H]3CN(c4ccccc4)C(=O)[C@]34CCCN24)cc(OC)c1OC	1	?	-2%	-22%	-2%	26%	-10%	2%	nt
COc1cccc(OCCSc2nc3ccccc3c(=O)[nH]2)c1	-3	-7%	-4%	-14%[57.1 µM]	-1%	39%[activator]	9%	nt	?
CCOc1c(Br)cc(C2NC(=O)CCC2[N+](=O)[O-])cc1OC (stereo unspecified)	0	-1%	-18%	2%	-6%	43%[activator]	i	-2%	22%
O=[N+]([O-])c1ccc(/C=C/c2ccc3cccc(O)c3n2)cc1	-1	?	4%	-6%	-5%	48%[activator]	-9%	-7%	-4%
O=c1c(Br)c(N2CCOCC2)cnn1-c1ccccc1	-4	3%	-6%	-12%	0%	25%	-6%	-19%	13%[59 µM]

Continued.
SMILES	PI4K2A inh	Pin1 inh	ERG-DNA inh	JMJD2A Tudor inh	GLS inhibitor	HP1b binding inh	PGK inhibitor	BAZ2B inh	G9a inh
CCCn1c(SCN2C(=O)c3ccccc3C2=O)nc2cc(Cl)ccc2c1=O	-1	9%	-2%	-1%	-12%	45%[activator]	i	?	-6%[59 µM]
O=C(c1ccc(S(=O)(=O)Nc2cccc(C(F)(F)F)c2)cc1)N1CCN(c2ccccc2O)CC1	-10	3%	1%	-32%	30%	-2%	-1%	-29%	-20%[0.501 µM]
O=C(OCCN1C(=O)c2ccccc2C1=O)c1cccs1	-1	-2%	-4%	-13%	0%	25%	-7%	7%	7%
COc1ccccc1NC(=O)CN(Cc1ccco1)C(=O)c1ccc(N2CCCC2=O)cc1	-2	-3%	-11%	-14%	7%	15%	-3%	nt	nt
O=C(CCOc1ccccc1)Nc1ccnn1C1CCN(C(=O)CCC(F)(F)F)CC1	-2	-5%	-7%	5%	0%	32%	i	-8%	9%
Cc1onc(-c2ccccc2Cl)c1C(=O)N1C=CC(C(F)(F)Cl)=NCC1	-3	2%	1%	-29%	-10%	28%	-3%	0%	61%[activator][59 µM]
CCN(CC)S(=O)(=O)c1cccc(-c2nnc(SCC(=O)NCCC3=CCCCC3)n2N)c1	2	-2%	-1%	-11%	1%	32%[activator]	-9%	-2%	-19%[59 µM]
COc1ccc(OC)c(NC(=O)COC(=O)c2ccc(OC)c(S(=O)(=O)N3CCOCC3)c2)c1	1	-1%	5%	-5%	3%	13%	5%	6%	-11%[12.7 µM]
CCCCc1ccc(NC(=O)N[C@H](C(=O)O)C(C)CC)cc1 (stereo partly specified)	-16	-2%	0%	-20%	-5%	25%	1%	8%	29%[12.7 µM]
O=C(O)c1ccc(NC(=S)Nc2ccc(S(=O)(=O)Nc3ccccn3)cc2)cc1	0	1%	1%	-14%	4%	-17%	6%	nt	nt
Cc1ccc(NC(=O)CSc2ncnc3c2sc2ccccc23)cc1C	-1	-1%	-1%	-10%	-7%	20%	i	-1%	7%[59 µM]
Cc1cccc(CCNC(=O)c2nc(-c3ccc(Cl)cc3)n3c2CCCCC3)c1	3	0%	1%	14µM*	7%	-23%	-3%	10µM*	11µM*
Cc1nnc(NC(=O)c2sc3ccccc3c2Cl)s1	-6	43%[activator]	-7%	-17%	12%	52%[activator]	-9%	-1%	7%[59 µM]
Cc1c(CCNC(=O)Cc2ccc(F)cc2)sc2nc(-c3ccc(F)cc3)nn12	1	2%	-1%	-3%	-7%	14%	8%	-2%	10%[59 µM]
COc1ccc(CC(=O)OCC(=O)NCC2CCCO2)cc1OC (stereo unspecified)	8	3%	10%	9%	-6%	42%[activator]	-6%	-5%	18%[12.7 µM]
COc1cc(Cl)c(C)cc1NC(=O)CSc1ccccc1	1	3%	-1%	165%[activator]	0%	161%[activator]	-1%	109%[activator]	45%[59 µM]
N=c1oc2cc(O)ccc2cc1C(=O)Nc1ccc(F)cc1	-7	-3%	-19%	18%	-7%	50%[activator]	-2%	3%	8%
c1ccc(C(c2ccccc2)N2CCN(c3nc4ccccc4n4cnnc34)CC2)cc1	-3	2%	-1%	-22%	6%	27%	-8%	4%	-48%
Cc1cc(F)ccc1NC(=O)C1CCCN(C(=O)c2cnn(-c3ccccc3)c2-n2cccc2)C1 (stereo unspecified)	4	-12%	0%	-13%	-13%	17%	4%	-8%	-31%[59 µM]
OCC[C@H]1C[C@H](O)[C@@H](O)[C@@]2(CCCc3ccccc3O2)O1	0	-11%	0%	5%	25%	55%[activator]	12%	9%	22%[2.33 µM]
CCOC(=O)C(=NC1CCS(=O)(=O)C1)NNc1cc(Cl)ccc1Cl (stereo unspecified)	-2	-1%	-17%	?	?	?	-4%	?	?
CCCn1c2c(c(O)c(C(=O)Nc3ccc(OCC)cc3)c1=O)CCCC2	-6	2%	-4%	2%	5%	47%[activator]	-10%	4%	1%
Cc1nc(CN(C)C(=O)c2cc(COc3c(F)cccc3F)on2)cs1	-3	-1%	1%	-14%	0%	17%	i	-8%	nt
CC(C)(C)OC(=O)C[C@H]1C/C=C\C[C@H](CC(=O)N(CCO)Cc2ccccc2)C(=O)NCCOC1=O	-3	-11%	-5%	-20%	3%	26%	-5%	nt	nt
CN1CCNC(=O)C1CC(=O)O (stereo unspecified)	-1	-4%	5%	-1%	5%	25%	-9%	4%	nt
CC1(C)CC(=O)C=C(c2cccnc2)C1	2	-11%	0%	-14%	-10%	9%	-7%	nt	nt
Oc1ccc(/C=N/Nc2ccnc3cc(Cl)ccc23)cc1O	-2	?	19%	-12%[11.4 µM]	8%	-19%	i	40µM*	?
Cc1ccc(C)c(NC(=O)CN(C)C(=O)C2COc3ccccc3O2)c1 (stereo unspecified)	-4	4%	3%	3%	0%	nt	i	-3%	?
